FAS TE block – FAS thioesterase (human) inhibition; P49327; recombinant FAS-TE, OMFH fluorogenic substrate, fluorescence endpoint; inhibition, % at 15 µM; 360,000 compounds, 0.67% hits; AID 602261;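 active = compounds whose normalised, plate-corrected inhibition of enzyme fluorescence in the single-dose primary screen is 50% or more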;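 note: 0% = DMSO with enzyme and 100% = substrate without enzyme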
MsrA act – activates bovine MsrA enzyme. purified bovine MsrA, absorbance read-out. activation, % at 10.6 µM. 360,000 compounds, 0.3% hits. AID 602163; in the data active = activation above about 7.5%;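 note: 0% = vehicle and 100% = reference activator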
MLLE-PAM2 inh – inhibitors of microRNA-mediated deadenylation, human PABP1 MLLE binding | P11940 | GST-MLLE / FITC-PAM2 fluorescence polarization | inhibition, % at 20 µM | 360,000 compounds, 0.36% hits; in the data active = inhibition above about 35%, passing the limit was not always enough;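 note: plate controls were DMSO wells with GST-MLLE for no effect and wells lacking GST-MLLE protein for full effect; some results filed as inactive read as strong as hits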
SKN-1 block – C. elegans SKN-1 inhibition | C. elegans VP596 Pgst-4::GFP/RFP ratio, acrylamide-induced, 24 h | inhibition, % at 21.8 µM | 360,000 compounds, 0.49% hits;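 active = interference check ratio from 0.5 to 1.5 plus GFP to RFP signal ratio inhibition reaching or exceeding a fixed threshold, cut at about 30% in these data, passing the limit was not always enough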; note: some compounds called inactive have numbers as strong as hits
E coli Lon inh – inhibitors of E. coli Lon protease; P0A9M0; inhibition, % at 7.94 µM; 360,000 compounds, 0.42% hits; purified E. coli Lon protease, fluorescence polarization; in the data active = inhibition above about 13%, passing the limit was not always enough;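 note: 0% = enzyme with probe and DMSO and 100% = no enzyme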
Target sequence (P0A9M0 whole entry, looked up): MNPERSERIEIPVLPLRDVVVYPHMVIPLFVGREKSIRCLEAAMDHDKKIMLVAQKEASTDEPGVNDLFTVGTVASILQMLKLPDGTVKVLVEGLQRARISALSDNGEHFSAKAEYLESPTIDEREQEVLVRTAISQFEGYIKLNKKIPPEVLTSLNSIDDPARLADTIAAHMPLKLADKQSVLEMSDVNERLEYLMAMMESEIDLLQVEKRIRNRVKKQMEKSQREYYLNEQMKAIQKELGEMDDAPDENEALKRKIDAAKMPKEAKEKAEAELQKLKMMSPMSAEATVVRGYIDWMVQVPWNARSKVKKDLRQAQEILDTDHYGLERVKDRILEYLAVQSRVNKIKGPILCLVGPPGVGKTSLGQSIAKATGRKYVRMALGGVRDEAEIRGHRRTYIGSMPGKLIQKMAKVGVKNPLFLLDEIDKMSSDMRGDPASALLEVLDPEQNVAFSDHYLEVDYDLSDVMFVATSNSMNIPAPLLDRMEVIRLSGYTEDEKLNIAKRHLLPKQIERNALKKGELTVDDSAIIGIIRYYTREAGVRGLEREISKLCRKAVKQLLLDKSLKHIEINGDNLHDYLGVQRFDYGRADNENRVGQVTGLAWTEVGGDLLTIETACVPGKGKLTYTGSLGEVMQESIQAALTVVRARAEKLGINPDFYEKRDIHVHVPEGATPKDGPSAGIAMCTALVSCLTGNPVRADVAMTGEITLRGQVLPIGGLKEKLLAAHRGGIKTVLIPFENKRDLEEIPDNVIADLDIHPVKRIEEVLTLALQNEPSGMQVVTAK
TbMetRS inhib – Trypanosoma brucei MetRS inhibition; purified T. brucei MetRS, ATP depletion, Kinase-Glo luminescence; inhibition, % at 11.9 µM; 360,000 compounds, 0.4% hits;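 active = inhibition above a per-plate cutoff of the control wells' mean inhibition plus 3 SD, cut at about 5.5% in these data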;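 note: 0% = DMSO wells median and 100% = median of wells with control inhibitor compound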
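Measured by: Kinase-Glo luciferase luminescence reporting remaining unconsumed ATP. Material: purified T. brucei MetRS enzyme. Doses: 11.9 µM compound single dose, 0.9% DMSO. Medium: HEPES buffer containing pyrophosphatase, BSA, spermine, DTT. Times: 15 min preincubation, 2 h reaction, all 25 °C. Reagent: methionine, ATP and bulk E. coli tRNA.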
NRP1-CendR mod – alters CendR peptide binding to human NRP-1; O14786; inhibition, % at 25 µM; FAM-RPARPAR peptide binding to NRP-1, fluorescence polarization; 360,000 compounds, 0.85% hits;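 active = inhibition or corrected inhibition above about 18%, plus a signal ratio from 0.5 to 1.5, limit read from the data, passing the limit was not always enough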; note: strong numbers were not always called active
MT1-MMP act inh – MT1-MMP (human) activation inhibition; P50281; HT1080 RFP-PRO-GFP cells, GFP/RFP ratio fluorescence, overnight; percent of plate control window, DMSO zero; GFP/RFP ratio change, % at 20 µM; 360,000 compounds, 0.061% hits;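 active = GFP/RFP ratio change of at least 30% with cell ATP level not reduced by more than half and red fluorescence within 50% of control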; note: strong numbers were not always called active
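Read-out: GFP/RFP fluorescence ratio; Test system: RFP-PRO-GFP reporter HT1080 cells; Compound dosing: single-point 20 µM compound, 1% DMSO; Times: overnight compound exposure at 37 °C.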
MsrA inh – inhibits bovine methionine sulfoxide reductase A. purified bovine MsrA, absorbance read-out. 360,000 compounds, 0.75% hits. inhibition, % at 15.5 µM; in the data active = inhibition above about 4.5%;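 note: 0% = vehicle wells with enzyme and 100% = reference inhibitor wells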
* hit, by the source's call; / = not tested or not shown.

SMILES | FAS TE block | MsrA act | MLLE-PAM2 inh | SKN-1 block | E coli Lon inh | TbMetRS inhib | NRP1-CendR mod | MT1-MMP act inh | MsrA inh
COc1cc(OC)c(N(C)S(=O)(=O)c2cccc(C(=O)OCC(=O)N3CCOCC3)c2)cc1Cl | 0 | -2 | -24 | 8 | -23 | -0.2 | 14 | 5 | 0.0
FC(F)(F)c1nnc2ccc(NCn3nnc4ccccc43)nn12 | 10 | -1 | -15 | 15 | 0 | 0.3 | -12 | 4 | -0.3
Cc1ccc(CS(=O)(=O)c2ccc(C(=O)N3CCN(c4ccccn4)CC3)cc2[N+](=O)[O-])cc1 | 14 | -3 | -8 | 10 | -4 | -0.8 | -10 | -8 | -0.1
N=C(N)SCC1=CCS(=O)(=O)C1 | -7 | 0 | 9 | -2 | -7 | -0.4 | 0 | 2 | 0.1
Cc1ccc2c(c1)c1ncn(CCC3=CCCCC3)c(=O)c1n2C | 28 | -2 | -5 | -1 | -6 | -0.3 | -9 | 2 | -0.1
Cc1cc(C)n2nc(C(=O)OCC(=O)NCc3ccc(F)cc3)nc2n1 | 1 | -1 | -18 | 2 | 8 | 0.0 | -6 | -2 | 0.4
COCc1nnc(NC(=O)c2c(-c3c(Cl)cccc3Cl)noc2C)s1 | -3 | -1 | -5 | 10 | 8 | -0.4 | 20* | -8 | -0.5
CC(C)(C)OC(=O)N1CCN(C(=O)c2nc[nH]c2C(=O)N2CCN(C(=O)OC(C)(C)C)CC2)CC1 | -15 | -5 | 5 | -9 | 8 | -0.3 | 17 | 7 | 1.6
CCS(=O)(=O)c1nc(S(=O)(=O)c2ccc(C)cc2)c(NCCN2CCOCC2)s1 | -3 | -2 | 1 | -17 | 0 | 0.6 | 5 | 0 | 0.3
COc1cc(OC)c(OC)cc1C=Cc1ccc2ccccc2n1 | 2 | -6 | 16 | 15 | 26 | -0.3 | 4 | -9 | 2.3
Cc1cc(C)n(C(=O)CN2C(=O)c3ccccc3C2=O)n1 | -12 | -3 | 11 | -3 | -9 | 0.5 | 4 | 10 | -0.8
CCCCN(C)C(=O)c1sc2ncn(CC)c(=O)c2c1C | -6 | -3 | -1 | 3 | -3 | -1.1 | 11 | -1 | 1.3
Cc1oc(-c2ccc(Cl)cc2)nc1CS(=O)CC(=O)NCc1ccccc1 (stereo not given) | 1 | -9 | 7 | -13 | 8 | -0.1 | -6 | 2 | 0.0
COc1ccccc1C(=O)Nc1ccc(Cc2ccncc2)cc1 | -6 | 2 | 9 | 1 | -1 | 0.2 | 10 | 0 | 2.4
Nc1nc(SCC(=O)N2CCCc3ccccc32)n(-c2ccccc2)n1 | -1 | 3 | 4 | 2 | -12 | 0.3 | -3 | -1 | -0.6
COc1cccc(C(C)NC(=O)Cc2cccs2)c1 (stereo not given) | -4 | -1 | 6 | 1 | -8 | -0.2 | 1 | 0 | -0.3
Cc1ccc(NS(=O)(=O)c2cc(C(=O)N3CCN(CCO)CC3)ccc2C)cc1 | -12 | -2 | 2 | 4 | -5 | -0.1 | 14 | -3 | 0.0
COc1cccc(-c2c(NC(C)=O)n(C)c3ccccc3c2=O)c1 | -6 | -4 | -5 | 8 | 4 | -1.2 | 11 | -3 | 1.0
Cc1cc(-c2csc(N)n2)c(C)n1Cc1ccco1 | -74 | -10 | -16 | -4 | 0 | -1.2 | -14 | 6 | 0.5
O=C1CCN(CCc2ccccc2)CCN1CCSc1ccccc1 | -10 | -2 | 5 | 4 | -6 | -0.2 | -1 | 1 | 0.6
Cc1nccn1CCC(=O)Nc1ccc(Cl)cc1 | -4 | 1 | -1 | 6 | 1 | 1.0 | 12 | 0 | -0.9
C=CCn1c(N)c(C(=O)NCCC2=CCCCC2)sc1=S | 19 | -9 | 32 | 14 | -5 | -0.7 | 0 | 4 | 3.0
CC1=C(C(=O)N2CCOCC2)CC(CC(=O)NCc2cccs2)C(=O)N1Cc1ccc(C(C)(C)C)cc1 (stereo not given) | 4 | -1 | 14 | 9 | 3 | -0.3 | 8 | 0 | -0.1
O=C(Nc1cccnc1)c1ccc(Cl)c(Cl)c1 | 0 | 0 | 7 | 5 | -15 | 0.4 | 2 | 7 | -0.1
Cc1nc(-c2ccc(S(=O)(=O)Oc3ccccc3Cl)s2)cs1 | 44 | -4 | 4 | -1 | 3 | 0.8 | -5 | -2 | -0.8
COc1ccc(N2C(=O)C3C(C2=O)C2C=CC3C23CC3)c([N+](=O)[O-])c1 (stereo not given) | 0 | -3 | 8 | 5 | -1 | -0.2 | 6 | 1 | -0.2
CN(C)C(=O)CSc1nnc(NC(=O)CCc2ccccc2)s1 | -6 | -3 | -7 | 7 | 5 | 0.2 | 6 | 3 | -1.9
Cn1c(Cn2c(=O)sc3ccccc32)nnc1SCC(=O)N1CCCc2ccccc21 | -3 | -2 | -4 | -2 | 0 | 1.3 | -4 | 0 | -0.2
O=C(Cn1nnc(-c2ccccc2)n1)NCc1ccccc1 | -1 | -4 | -4 | -2 | 1 | -0.1 | -6 | -2 | -1.4
Cc1ccc(NC(=O)CSCc2ccc(F)cc2)cc1 | -1 | -2 | 12 | 17 | -3 | 0.8 | 3 | 12 | 0.7

A second format for some results above.
| compound | FAS TE block | MsrA act | MLLE-PAM2 inh | SKN-1 block | E coli Lon inh | TbMetRS inhib | NRP1-CendR mod | MT1-MMP act inh | MsrA inh |
| --- | --- | --- | --- | --- | --- | --- | --- | --- | --- |
| CC1=C(C(=O)N2CCOCC2)CC(CC(=O)NCc2cccs2)C(=O)N1Cc1ccc(C(C)(C)C)cc1 (stereo not given) | 4 | -1 | 14 | 9 | 3 | -0.3 | 8 | 0 | -0.1 |
| O=C(Nc1cccnc1)c1ccc(Cl)c(Cl)c1 | 0 | 0 | 7 | 5 | -15 | 0.4 | 2 | 7 | -0.1 |

More results follow:
SMILES | FAS TE block | MsrA act | MLLE-PAM2 inh | SKN-1 block | E coli Lon inh | TbMetRS inhib | NRP1-CendR mod | MT1-MMP act inh | MsrA inh
O=C(Nc1ccc(Cl)c(Cl)c1)N1CCC(N2CCCCC2)CC1 | -6 | -1 | -4 | 7 | -3 | -0.2 | -2 | 1 | 0.8
O=C(COc1ccc(S(=O)(=O)N2CCOCC2)cc1)NC1CC1 | -2 | -2 | 0 | 10 | 8 | -0.9 | 10 | -4 | 0.6
O=C(Nc1nc(-c2ccccn2)cs1)c1ccc(-c2ccccc2F)o1 | 18 | -3 | -35 | 2 | -17 | -0.1 | -10 | -1 | 1.3
N#Cc1cc(C(=O)c2ccccc2OCC(=O)Nc2ccccc2Cl)cn(C2CCCCC2)c1=O | 32 | -4 | -18 | 2 | -1 | -1.0 | -5 | -6 | 1.6
Cc1nnc(SCC(=O)NC2CC2)n1-c1ccccc1 | -8 | -8 | -3 | -12 | 13 | -0.8 | 5 | 2 | -0.2
Cc1ccc(NC(=O)C2CCN(S(=O)(=O)c3c(C)noc3C)CC2)cc1C | 2 | -2 | 9 | 5 | -3 | -0.7 | 6 | 0 | 1.0
Cc1cc2ccccc2nc1SCC(=O)NC1CCCC1 | 4 | -3 | 0 | 14 | 0 | 0.7 | 3 | -4 | -0.5
COc1ccc(NS(=O)(=O)c2ccc(C(=O)NCC3(N4CCOCC4)CCCCC3)cc2)cc1 | 1 | 0 | 2 | 2 | 7 | -0.4 | -1 | 2 | -0.1
CCn1c(CNc2ccc(F)cc2)nnc1SCC(=O)Nc1ccccc1OC | -4 | -3 | 7 | -17 | -2 | -0.1 | 11 | 2 | 0.2
Cc1ccccc1-c1cc(=O)c2c(O)cccc2o1 | 5 | 0 | 1 | 1 | -4 | -0.3 | 3 | -2 | 0.5
Cn1c(CNC(=O)CCNC(=O)c2cccc(Cl)c2)cc(=O)n(C)c1=O | -7 | -2 | 8 | 3 | -1 | 0.0 | 4 | 6 | 1.8
C=CCOc1ccc(CNCc2cccnc2)cc1 | -6 | -2 | 0 | 15 | 6 | -0.5 | 6 | -2 | 0.8
Cc1cnc(C(=O)OCC(=O)c2ccc(C3CCCCC3)cc2)cn1 | 7 | -6 | 4 | 1 | -11 | -0.4 | 2 | 0 | 0.8
Cc1ccc(CNC(=S)Nc2ccc3c(c2)c(=O)n(C)n3Cc2cccc(C(F)(F)F)c2)cc1 | 12 | -3 | -7 | 14 | 0 | 1.0 | -6 | 4 | 0.0
COC(=O)/C=C1\OCc2ccc(C)cc21 | / | / | / | 1 | / | -0.4 | 17 | 13 | 1.1
C/C(=N\NC(=O)CNC(=O)C(c1ccccc1)c1ccccc1)c1ccc(C(C)(C)C)cc1 | 5 | -3 | 10 | 2 | 2 | 0.3 | -2 | 2 | 1.2
COc1cccc(CN(C)C(=O)c2cc(S(=O)(=O)NC3CCCCC3)ccc2C)c1OC | -1 | -9 | 3 | -3 | 0 | -0.5 | -7 | -1 | 0.1
C/C(=N\NC(=O)CN1CCN(S(=O)(=O)c2ccc(C)cc2)CC1)c1ccc(O)cc1 | 5 | -1 | 9 | 2 | -3 | 0.2 | -2 | -5 | -0.8
CC1CCN(C(=O)COC(=O)COc2ccccc2C#N)CC1 | -8 | -6 | 16 | 9 | 6 | 0.8 | 1 | -2 | -0.2
COc1cc(NC(=O)C2CC(=O)N(Cc3ccco3)C2)c(OC)cc1Cl (stereo not given) | -9 | 1 | -4 | -9 | 2 | -0.2 | -1 | -3 | -0.3
N#CC1(Nc2ccc(Br)cc2)CCCC1 | 2 | 0 | 2 | 23 | -1 | -0.3 | 16 | 7 | -0.7
O=C(NC(NCc1ccccn1)(C(F)(F)F)C(F)(F)F)c1ccco1 | -5 | -2 | 1 | -2 | 4 | 0.2 | -8 | -5 | 0.5
CCOC(=O)[C@]12CCC=C1N(Cc1ccc3c(c1)OCO3)C(=O)[C@H](CC(=O)N1CCC(c3ccccc3)CC1)C2 | 14 | 6 | / | -4 | -4 | -0.5 | 11 | 1 | -0.6
CC(=O)C1=C(O)C(=O)N(CCc2c[nH]c3ccccc23)C1c1ccc(O)cc1 (stereo not given) | -1 | -4 | 2 | -8 | -5 | 0.1 | -8 | -1 | 2.5
O=C1CCCc2c1nc(-c1ccc(F)cc1)n2O | 0 | -7 | -11 | -2 | 5 | -0.8 | 1 | 0 | 1.8
Cc1ccc(OCC(=O)NCC2CCCO2)c(C)c1 (stereo not given) | -2 | -1 | 10 | -9 | -9 | 1.6 | 3 | 13 | -1.2
COCCNC(=O)C1(C)CCCN(Cc2noc(-c3ccccc3OC)n2)C1 (stereo not given) | -8 | 0 | 12 | 1 | 5 | 0.6 | -11 | 2 | 0.8
CCOCCOC(=O)C(C)Oc1ccc(Oc2ncc(Cl)cc2Cl)cc1 (stereo not given) | 14 | 0 | -1 | 6 | -11 | -0.1 | 1 | -5 | -0.5
O=C(NN=C1CCCC1)c1ccn[nH]1 | -14 | 1 | 4 | -3 | -6 | 0.3 | -2 | 1 | 3.8
CSCCC(NC(=O)C1CCCC1)c1nnc2ccccn12 (stereo not given) | -3 | -3 | -2 | 24 | 2 | -0.1 | 11 | -1 | 1.7
COc1cc2c(cc1OC)C(COc1ccccc1OC)N(C(C)=O)CC2 (stereo not given) | -3 | -1 | 1 | 11 | -3 | -0.8 | -2 | -1 | -1.6
CC(C)(C)NS(=O)(=O)c1cc(C(=O)O)ccc1Cl | -2 | 0 | 18 | 2 | -6 | -0.6 | -5 | 0 | 1.7
Cc1c(C)n(C)c2ccc(C(=O)NCCCN3CCN(c4ccccc4F)CC3)cc12 | -7 | -2 | -5 | -5 | -2 | -0.3 | -8 | -5 | 0.7
COc1ccc(CNCc2cccc(C)c2)cc1 | -3 | 4 | -10 | 2 | -7 | 0.1 | -4 | 0 | -0.6

High-throughput results (PubChem BioAssay)
